XBP1 UPR activ: activators of adaptive arm of unfolded protein response (XBP1); CHO-XBP1 luciferase reporter, IRE1-XBP1 UPR activation, luminescence; percent of tunicamycin response, DMSO as zero; activation, % at 20 µM; 0.33% of 330,000 active;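 active means versus positive control, 20 µM dose yields 30% or more activation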;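 further: 100% = tunicamycin at 10 µg/mL and 0% = DMSO only wells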
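Assay system: CHO-XBP1 luciferase reporter cells; Schedule: 6 h treatment, 37 °C; Detection: glow luminescence from Steady-Glo reagent; Benchmarks: high control tunicamycin 10 µg/mL final, low control DMSO vehicle only.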
TIM10 inh: inhibits growth of TIM10 yeast strain; S. cerevisiae TIM10 strain growth, BacTiter-Glo luminescence, 24 h; inhibition, % at 10 µM; 1.4% of 330,000 active; AID 463195;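 active means inhibition of 40% or more at the single tested concentration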;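 further: wild-type TIM10 isogenic control strain grown at permissive 25 °C; 0% = DMSO yeast wells and 100% = minimal medium wells without yeast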
CHOP UPR activ: activators of apoptotic arm of unfolded protein response (CHOP). CHO-CHOP luciferase reporter, UPR activation, luminescence; percent of tunicamycin response over DMSO baseline. activation, % at 10 µM. 0.34% of 330,000 active. AID 449763;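 active means at 10 µM dose, activation of 40% or more, normalized to positive control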;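 further: 100% = tunicamycin at 10 µg/mL and 0% = DMSO alone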
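Evaluation: % reporter activation, DMSO baseline versus tunicamycin full activation; System: CHO-CHOP luciferase reporter cell line; Input: 500 cells/well; Incubation: 6 h compound treatment, 37 °C; Measured by: Steady-Glo luciferase luminescence; Dosing: one dose, 10 µM in 0.5% DMSO; Buffer or medium: F12 medium, 10% FBS; Benchmarks: positive tunicamycin 10 µg/mL, negative DMSO alone.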
NLRP3 yeast inh: blocks the NALP3 inflammasome reconstituted in yeast. Yeast reconstituted NLRP3/ASC/caspase-1, beta-gal luminescence, 24 h. inhibition, % at 10 µM. 0.39% of 330,000 active;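 active means inhibition of 50% or more; inactive means inhibition below 50%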;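 further: plate controls were induced DMSO wells for no effect and uninduced yeast grown without galactose for full effect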
tim10-1 inh: tim10-1 yeast growth inhibition | S. cerevisiae tim10-1 ts strain growth, BacTiter-Glo, 24 h | inhibition, % at 20 µM | 2.2% of 330,000 active;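 active means inhibition of at least 40%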;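 further: mutant grown at 25 °C; 0% = DMSO wells with yeast and 100% = wells holding no yeast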
GRIN3A LBD mod: NR3A (human) ligand-binding domain modulation; NR3A LBD differential scanning fluorimetry, Tm shift; 0% = protein alone, 100% = glycine-bound protein; Tm shift relative to glycine control, % at 25 µM; 2.5% of 340,000 active;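 active means melting temperature shift of at least 10% of the positive control shift, at one fixed dose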
Mdm2-MdmX inh: disrupts the human Mdm2-MdmX interaction; inhibition, % at 8 µM; SaOS-2 split-luciferase Mdm2/MdmX complementation, luminescence; 3% of 330,000 active;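 active means inhibition of at least 50% at 8 µM in the primary screen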
APJ ag: APJ receptor agonism; P35414; CHO-K1 APJ PathHunter beta-arrestin, luminescence; 0% DMSO wells, 100% apelin; activation, % at 20 µM; 0.11% of 330,000 active; AID 2520;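 active means activation more than six SD over the plate average, tested at 20 µM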;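 further: 0% = DMSO alone and 100% = apelin-13 at 10 nM; some results filed as inactive read as strong as hits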
Target sequence (P35414 whole entry, looked up): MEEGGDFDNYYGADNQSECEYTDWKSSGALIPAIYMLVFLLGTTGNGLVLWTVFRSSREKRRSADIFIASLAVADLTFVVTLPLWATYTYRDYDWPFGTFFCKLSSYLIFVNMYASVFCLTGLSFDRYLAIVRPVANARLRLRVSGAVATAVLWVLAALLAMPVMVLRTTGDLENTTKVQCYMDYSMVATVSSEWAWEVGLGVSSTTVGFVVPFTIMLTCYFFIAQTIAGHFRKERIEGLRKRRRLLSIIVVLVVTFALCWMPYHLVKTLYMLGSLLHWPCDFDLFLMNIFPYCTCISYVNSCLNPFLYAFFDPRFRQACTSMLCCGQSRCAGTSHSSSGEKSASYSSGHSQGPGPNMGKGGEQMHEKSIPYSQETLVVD
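Test system: CHO-K1 APJ beta-arrestin complementation cell line. Amount: cell density 1000 per well. Controls: DMSO negative, 10 nM Apelin-13 positive. Signal: luminescent beta-gal fragment complementation, chemiluminescent substrate. Read-out basis: agonist-driven arrestin binding to APJ. Timing: compound stimulation 90 min at 25 °C, detection 60 min.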
tim23-1 inh: growth inhibitors of tim23-1 mutant yeast; S. cerevisiae tim23-1 growth, BacTiter-Glo luminescence, 24 h; inhibition, % at 20 µM; 1.3% of 330,000 active;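 active means growth inhibition of the mutant yeast at or above 50%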;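 further: temperature-sensitive mutant grown at 25 °C; plate controls were DMSO-treated mutant yeast for no effect and medium wells lacking yeast for full effect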
Numbers without * were called inactive; x = no result given.

1	CC(C)Oc1ccc(C(=O)NC2CCS(=O)(=O)C2)cc1 (stereo not drawn)
2	CCOC(=O)CSc1cc(CS(=O)c2ccc(Cl)cc2)nc(-c2ccccc2)n1 (stereo not drawn)
3	Cc1cccc(C)c1NC1=NC(C)(C)N=C(N)N1
4	CCCCNC(=O)OC(C)CNC(=O)OC (stereo not drawn)
5	CC(C)NC(=O)Nc1cccc2c1O[C@H](CN(C)S(=O)(=O)c1cccs1)[C@@H](C)CN([C@H](C)CO)C2=O
6	O=C(CNC(=S)N(CCCN1CCOCC1)Cc1cccs1)N1CCOCC1
7	C=CCNc1nc(NC(C)(C)CO)nc(OC)n1
8	c1csc(-c2nnc(N3CCCCCC3)c3ccccc23)c1
9	O=C(CNC(=O)[C@@H]1Cc2ccccc2CN1)Nc1ccc2c(c1)OCCO2
10	C=CCN1CN(Cc2ccco2)CNC1=S

Compound,1,2,3,4,5,6,7,8,9,10
NLRP3 yeast inh,1,22,3,6,8,8,6,13,-4,-6
Mdm2-MdmX inh,-4,3,-36,-1,17,10,1,11,12,-20
APJ ag,0,-3,-1,-1,-5,0,-3,1,-1,0
tim23-1 inh,-10,39,-7,7,-3,-16,4,37,5,3
tim10-1 inh,0,20,12,4,-11,-16,4,36,-4,8
XBP1 UPR activ,0,-1,0,-4,-2,-2,-6,3,-10,1
TIM10 inh,-3,-23,-12,5,3,-9,-2,-3,-4,-6
GRIN3A LBD mod,2,-11,-1,-1,2,-5,4,-4,-1,-13
CHOP UPR activ,3.4,-0.4,-0.1,-2.6,-1.1,-0.2,-0.1,2.2,-4.7,3.3

11	Cc1cccnc1NC(=O)c1ccc(S(=O)(=O)N2CCCCC2)cc1
12	O=C(NCc1cccs1)c1ccc(Cl)s1
13	CCC(C(=O)NCCc1c[nH]c2ccc(C)cc12)c1ccccc1 (stereo not drawn)
14	Cc1ccc(C(=O)OCc2nc3ccsc3c(=O)[nH]2)o1
15	CCN(C(=O)COC(=O)c1oc2ccc(OC)cc2c1C)C1CCCCC1
16	O=C(C1c2ccccc2C(=O)N2CCc3ccccc3C12)N1CCN(Cc2ccccc2)CC1 (stereo not drawn)
17	COc1cccc(C(=O)n2c(SC)nc3cc4c(cc32)OCCO4)c1
18	COc1ccc(NC(=O)c2sc3cc(C(F)(F)F)cnc3c2-c2cccs2)cc1
19	CN(C)c1ccc(CNC(=O)c2ccc(CNc3c(N4CCCCC4)c(=O)c3=O)cc2)cc1
20	Cc1ccccc1C(=O)N1CC(=O)Nc2ccc(F)cc2C1c1ccc(F)cc1 (stereo not drawn)

Compound,11,12,13,14,15,16,17,18,19,20
NLRP3 yeast inh,20,28,23,-1,24,-6,23,9,4,5
Mdm2-MdmX inh,-8,3,-15,-36,9,32,-9,5,-5,-32
APJ ag,8,-2,-6,4,-5,-4,-3,-5,-1,-1
tim23-1 inh,10,-12,29,8,29,19,33,-6,10,18
tim10-1 inh,-4,8,25,1,5,18,36,-4,3,10
XBP1 UPR activ,2,0,-6,0,-1,-1,-3,1,0,0
TIM10 inh,6,-5,7,2,6,0,26,-1,5,15
GRIN3A LBD mod,2,-2,-14,0,1,1,0,-1,-1,3
CHOP UPR activ,0.6,3.8,-0.5,-0.5,0.1,-1.6,0.6,-0.4,0.8,0.0

21	O=S(=O)(c1ccc(-c2ccccn2)s1)N1CCC2(CC1)OCCO2
22	CC(c1cccnc1)N(C(=O)Nc1ccccc1)C1CCCCC1 (stereo not drawn)
23	O=C(O)CSc1ccccc1C(=O)O
24	COc1ccccc1-n1cc(C(=O)c2cc(Cl)ccc2O)cc(C#N)c1=O
25	CN1C(=O)/C(=C\C=C2/CCCN2C)N(C)C1=S
26	CN1CCN(C(=O)NC2CCCCC2)CC1
27	CCCCN1C(=O)/C(=C(/C#N)C(N)=O)c2ccccc21
28	O=C(O)c1ccc(N(c2ccccc2)c2ccccc2)cc1
29	O=C(N[C@@H](CCC/[N+]([O-])=C/c1ccccc1)C(=O)O)OCc1ccccc1
30	Cc1ccc(CCC(=O)Nc2ccc(Cl)cc2)o1

Compound,21,22,23,24,25,26,27,28,29,30
NLRP3 yeast inh,13,4,6,12,20,0,5,-23,x,16
Mdm2-MdmX inh,-2,-7,-1,18,8,-13,-7,18,6,-3
APJ ag,4,-4,-5,0,-4,2,5,6,x,2
tim23-1 inh,16,10,0,25,8,5,22,44,28,4
tim10-1 inh,-6,5,3,37,-1,3,13,2,13,-3
XBP1 UPR activ,-2,0,0,-2,4,-2,0,-2,0,2
TIM10 inh,6,10,0,1,7,5,12,-32,-14,-4
GRIN3A LBD mod,3,1,3,-7,5,3,0,0,7,-8
CHOP UPR activ,-2.3,1.4,-0.1,-0.4,4.8,0.7,3.8,-1.5,2.1,2.5

31	COC(=O)c1ccc(CSc2n[nH]c(C)n2)o1
32	C=CCOc1ccc(C(=O)Nc2ccccc2C(=O)N2CCCC2)cc1
33	COC(=O)c1sccc1NC(=O)c1cc(-c2cc(C)ccc2C)nc2ccccc12
34	COC(=O)c1ccc(CNC(=O)c2sccc2-c2ccccc2)cc1
35	CCOc1ccc(N(CC(=O)NCc2ccccc2)C(=O)CCC(=O)Nc2nccs2)cc1
36	COc1ccc(CNC(=O)c2cc3c(=O)n4ccccc4nc3n(CC3CCCO3)c2=N)cc1 (stereo not drawn)
37	c1ccc2c(-c3nc4ncccc4o3)cccc2c1
38	COc1cccc(/C=N/NC(=S)NCCc2ccccc2)c1
39	CCOc1ccccc1N1CC(C(=O)Nc2nccs2)CC1=O (stereo not drawn)
40	N#Cc1nc(-c2ccccc2F)oc1N1CCCCC1

Compound,31,32,33,34,35,36,37,38,39,40
NLRP3 yeast inh,-3,17,15,23,5,4,25,12,7,-12
Mdm2-MdmX inh,8,3,18,21,10,22,-12,13,8,25
APJ ag,0,7,-2,-4,-2,-6,-3,-1,-2,-2
tim23-1 inh,-13,26,13,19,-2,8,39,40,5,38
tim10-1 inh,-4,23,9,10,6,0,8,21,10,23
XBP1 UPR activ,0,-2,0,-2,-4,-2,1,-4,-3,4
TIM10 inh,0,10,18,-19,-2,-3,23,24,-8,19
GRIN3A LBD mod,-2,3,1,-1,-1,0,-3,-13,2,-3
CHOP UPR activ,-1.0,4.2,1.2,2.8,0.8,-2.9,1.7,-1.0,1.3,3.2

41	CCOc1ccc(N2C(=O)c3ccccc3C2O)cc1 (stereo not drawn)
42	CS(=O)(=O)N1CCN(c2ccc(NC(=O)c3ccccc3)cc2)CC1
43	COCCn1c(SCC(=O)Nc2nc(C)c(Cl)cc2Cl)nc2ccccc21
44	COc1cc(OC)cc(C(=O)NNC(=O)CCc2ccccc2)c1
45	CC(C)NC(=O)C1CCCN(S(=O)(=O)c2cccc3nonc23)C1 (stereo not drawn)
46	Cc1ccc2nc(Cl)c(C3CC(c4ccco4)=NN3C(=O)CCCC(=O)O)cc2c1 (stereo not drawn)
47	COc1cccc(Cn2cnc3c(NS(=O)(=O)c4ccc(Cl)cc4Cl)c(C)c(C)cc32)c1
48	OCCC1CN(Cc2ccccn2)CCN1C1CCCC1 (stereo not drawn)
49	Cc1cc(NC(=O)Cc2ccc(Br)cc2)no1
50	O=C(Cc1cccc2ccccc12)Nc1ccccc1Br

Compound,41,42,43,44,45,46,47,48,49,50
NLRP3 yeast inh,25,2,20,18,17,9,1,-2,14,28
Mdm2-MdmX inh,-82,-56,12,4,0,24,39,-7,11,-2
APJ ag,-4,-2,-1,-2,0,0,9,4,0,-2
tim23-1 inh,-5,-4,7,16,4,18,24,4,-3,16
tim10-1 inh,-6,-5,42*,3,4,-1,31,10,-15,8
XBP1 UPR activ,0,-1,-2,-1,-4,-2,0,-3,1,0
TIM10 inh,-3,14,10,10,-7,10,28,-3,-7,-5
GRIN3A LBD mod,2,-2,3,-1,-2,1,-7,0,3,-1
CHOP UPR activ,4.0,5.8,-0.7,-1.3,-1.0,0.3,-0.3,-1.3,0.4,0.4

51	Cc1ccc(C)c2[nH]c(=O)c(CCNC(=O)CC(C)(C)C)cc12
52	Cc1ncc([N+](=O)[O-])n1CCOC(=O)Nc1ccc(Cl)c(Cl)c1
53	COc1ccc(N=C2C(=O)N3CCCc4cccc2c43)cc1
54	COc1cccc(Nc2nc3ccccc3n3cnnc23)c1
55	CCOc1ccc2c(c1)-c1c(ssc1=S)C(C)(C)N2
56	Oc1ccccc1N1CCN(c2ncnc3scc(-c4ccccc4)c23)CC1
57	Cc1cc(=O)oc2cc(NS(=O)(=O)c3ccc(F)cc3)ccc12
58	O=C(CCCN1C(=O)/C(=C/c2ccccc2Cl)SC1=S)NNC(=O)c1ccccc1Cl
59	O=C(NC1CCC(=O)N(CCOc2ccccc2)CC1)OCc1ccccc1 (stereo not drawn)

Compound,51,52,53,54,55,56,57,58,59
NLRP3 yeast inh,-1,10,7,32,35,12,16,7,0
Mdm2-MdmX inh,28,24,9,18,45,59*,20,56*,-2
APJ ag,-2,4,-1,0,-7,-1,1,-2,6
tim23-1 inh,10,22,10,15,52*,33,-2,8,6
tim10-1 inh,19,14,15,17,48*,19,-4,21,4
XBP1 UPR activ,-1,-1,-3,5,9,3,-1,-4,-1
TIM10 inh,10,4,14,-3,37,39,4,20,3
GRIN3A LBD mod,1,-14,-2,5,6,-15,1,-6,-4
CHOP UPR activ,-0.4,1.8,-2.0,1.6,-1.4,1.0,-0.9,-6.2,1.4

Molecules listed so far with a cyano group, in the order listed:
24	COc1ccccc1-n1cc(C(=O)c2cc(Cl)ccc2O)cc(C#N)c1=O
27	CCCCN1C(=O)/C(=C(/C#N)C(N)=O)c2ccccc21
40	N#Cc1nc(-c2ccccc2F)oc1N1CCCCC1

Compound,24,27,40
NLRP3 yeast inh,12,5,-12
Mdm2-MdmX inh,18,-7,25
APJ ag,0,5,-2
tim23-1 inh,25,22,38
tim10-1 inh,37,13,23
XBP1 UPR activ,-2,0,4
TIM10 inh,1,12,19
GRIN3A LBD mod,-7,0,-3
CHOP UPR activ,-0.4,3.8,3.2

Complete entries from above:
Oc1ccccc1N1CCN(c2ncnc3scc(-c4ccccc4)c23)CC1 reads NLRP3 yeast inh = 12; Mdm2-MdmX inh = 59*; APJ ag = -1; tim23-1 inh = 33; tim10-1 inh = 19; XBP1 UPR activ = 3; TIM10 inh = 39; GRIN3A LBD mod = -15; CHOP UPR activ = 1.0
O=C(CCCN1C(=O)/C(=C/c2ccccc2Cl)SC1=S)NNC(=O)c1ccccc1Cl reads NLRP3 yeast inh = 7; Mdm2-MdmX inh = 56*; APJ ag = -2; tim23-1 inh = 8; tim10-1 inh = 21; XBP1 UPR activ = -4; TIM10 inh = 20; GRIN3A LBD mod = -6; CHOP UPR activ = -6.2
O=C(NC1CCC(=O)N(CCOc2ccccc2)CC1)OCc1ccccc1 (stereo not drawn) reads NLRP3 yeast inh = 0; Mdm2-MdmX inh = -2; APJ ag = 6; tim23-1 inh = 6; tim10-1 inh = 4; XBP1 UPR activ = -1; TIM10 inh = 3; GRIN3A LBD mod = -4; CHOP UPR activ = 1.4
